Growth percent in the NCI-60 one-dose screen (48 h, 10 µM unless noted): 100 = growth as untreated, 0 = no growth, -100 = all killed.
MDA-MB-231: MDA-MB-231 breast cancer; AID 1794789; 81,000 tested, 5% active
T-47D: T-47D breast cancer | 79,000 tested, 5% active
BT-549: BT-549 breast cancer; AID 1794793; 78,000 tested, 4.4% active
LOX IMVI: LOX IMVI melanoma | 79,000 tested, 7.4% active
SK-MEL-28: SK-MEL-28 melanoma. 81,000 tested, 4.1% active. AID 1794761
HS 578T: HS 578T breast cancer; 78,000 tested, 4.1% active; AID 1794788
MCF7: MCF7 breast cancer. 82,000 tested, 6.3% active. AID 1794796
MDA-MB-468: MDA-MB-468 breast cancer | 78,000 tested, 8.5% active
The depositor's hits bear a star. How the source made its calls: active means growth percent below 10; inactive means the rest. Rows were taken by chance; 12% or so of the library scored in one or more.

A first look (7 entries):
Screening COc1cc2c(cc1OC)N(CCO)C1=C(C(=O)OC1)C2c1cccc(Br)c1 (stereo not drawn) returned MDA-MB-231 96, T-47D 93, BT-549 85, LOX IMVI 96, SK-MEL-28 94, HS 578T 97, MCF7 91 and MDA-MB-468 87.
`Cc1c2c(cc[n+]1Cc1ccccc1)c1ccc(OCC3CCCCC3)cc1n2CC1CCCCC1` gave MDA-MB-231 -92*, T-47D -74*, BT-549 -91*, LOX IMVI -96*, SK-MEL-28 -96*, HS 578T -36*, MCF7 -92* and MDA-MB-468 -87*.
CC1(C)[C@@H](O)/C(=C\c2cccnc2)C[C@]2(C)[C@H]3CC=C4[C@@H]5C[C@](C)(C(=O)O)CC[C@]5(C)CC[C@@]4(C)[C@]3(C)CC[C@@H]12 was read as MDA-MB-231 106, T-47D 97, BT-549 95, LOX IMVI 98, HS 578T 97, MCF7 97 and MDA-MB-468 107.
`CCOC(=O)C(Cc1ccccc1)C(=O)OCC` gave MDA-MB-231 118, T-47D 109, BT-549 110, LOX IMVI 105, SK-MEL-28 109, HS 578T 87, MCF7 96 and MDA-MB-468 79.
`O=C(O)c1ccccc1NC1=C(I)C(=O)c2ncccc2C1=O` gave MDA-MB-231 99, T-47D 105, BT-549 103, LOX IMVI 89, SK-MEL-28 121, HS 578T 99, MCF7 90 and MDA-MB-468 101.
For O=C(O)C1c2ccccc2Cc2ccccc21 the results were MDA-MB-231 109, T-47D 108, BT-549 107, LOX IMVI 98, SK-MEL-28 100, HS 578T 106, MCF7 92 and MDA-MB-468 98.
`CS(=O)(=O)Oc1ccc(C(=O)CC2(O)C(=O)Nc3ccccc32)cc1` (stereo not drawn) gave MDA-MB-231 94, T-47D 92, LOX IMVI 91, SK-MEL-28 109, HS 578T 94, MCF7 91 and MDA-MB-468 108.

Main list (from the top)
Screening COc1cc2c(cc1OC)N(CCO)C1=C(C(=O)OC1)C2c1cccc(Br)c1 (stereo not drawn) returned MDA-MB-231 96, T-47D 93, BT-549 85, LOX IMVI 96, SK-MEL-28 94, HS 578T 97, MCF7 91 and MDA-MB-468 87.
`Cc1c2c(cc[n+]1Cc1ccccc1)c1ccc(OCC3CCCCC3)cc1n2CC1CCCCC1` gave MDA-MB-231 -92*, T-47D -74*, BT-549 -91*, LOX IMVI -96*, SK-MEL-28 -96*, HS 578T -36*, MCF7 -92* and MDA-MB-468 -87*.
CC1(C)[C@@H](O)/C(=C\c2cccnc2)C[C@]2(C)[C@H]3CC=C4[C@@H]5C[C@](C)(C(=O)O)CC[C@]5(C)CC[C@@]4(C)[C@]3(C)CC[C@@H]12 was read as MDA-MB-231 106, T-47D 97, BT-549 95, LOX IMVI 98, HS 578T 97, MCF7 97 and MDA-MB-468 107.
`CCOC(=O)C(Cc1ccccc1)C(=O)OCC` gave MDA-MB-231 118, T-47D 109, BT-549 110, LOX IMVI 105, SK-MEL-28 109, HS 578T 87, MCF7 96 and MDA-MB-468 79.
`O=C(O)c1ccccc1NC1=C(I)C(=O)c2ncccc2C1=O` gave MDA-MB-231 99, T-47D 105, BT-549 103, LOX IMVI 89, SK-MEL-28 121, HS 578T 99, MCF7 90 and MDA-MB-468 101.
For O=C(O)C1c2ccccc2Cc2ccccc21 the results were MDA-MB-231 109, T-47D 108, BT-549 107, LOX IMVI 98, SK-MEL-28 100, HS 578T 106, MCF7 92 and MDA-MB-468 98.
`CS(=O)(=O)Oc1ccc(C(=O)CC2(O)C(=O)Nc3ccccc32)cc1` (stereo not drawn) gave MDA-MB-231 94, T-47D 92, LOX IMVI 91, SK-MEL-28 109, HS 578T 94, MCF7 91 and MDA-MB-468 108.
`Cc1onc(-c2c(F)cccc2Cl)c1C(=O)Oc1ccccc1` gave MDA-MB-231 76, T-47D 96, BT-549 98, LOX IMVI 97, SK-MEL-28 96, HS 578T 117, MCF7 109 and MDA-MB-468 89.
`O=c1c2cc(F)ccc2nc2n1CCc1sccc1-2` gave MDA-MB-231 100, T-47D 77, BT-549 100, LOX IMVI 98, SK-MEL-28 114, HS 578T 97, MCF7 70 and MDA-MB-468 57.
Screening O=C(Nc1nc(-c2ccc(F)cc2)nc2c1sc(=S)n2-c1ccccc1)C(F)(F)F returned MDA-MB-231 62, T-47D 60, BT-549 92, LOX IMVI 64, SK-MEL-28 95, HS 578T 84, MCF7 78 and MDA-MB-468 93.
Screening CC(C)(C)n1cc(-c2ccnc(NCCCNS(=O)(=O)c3ccc(O)cc3)n2)c(-c2ccc(F)c(O)c2)n1 returned MDA-MB-231 112, T-47D 91, BT-549 110, LOX IMVI 99, SK-MEL-28 97, HS 578T 91, MCF7 96 and MDA-MB-468 82.
`CC(=O)c1cc(C(=O)c2ccc(Br)cc2)n2cc(C)cc(C)c12` gave MDA-MB-231 90, T-47D 79, BT-549 79, LOX IMVI 86, SK-MEL-28 92, HS 578T 96, MCF7 85 and MDA-MB-468 89.
Oc1cccc(-c2nn(-c3ccccc3)cc2-c2ccnc(N3CCOCC3)c2)c1 was read as MDA-MB-231 91, T-47D 36, BT-549 73, LOX IMVI 85, SK-MEL-28 98, HS 578T 104, MCF7 75 and MDA-MB-468 54.
CC(C)(C)c1cc(N(C(=O)c2cnco2)C2CCCC2)cc(C(C)(C)C)c1O was read as MDA-MB-231 74, T-47D 31, BT-549 62, LOX IMVI 69, SK-MEL-28 77, HS 578T 79, MCF7 34 and MDA-MB-468 36.
Screening C/C(=N/NS(=O)(=O)c1ccc([N+](=O)[O-])cc1)c1ccc(C)cc1 returned MDA-MB-231 109, T-47D 109, BT-549 106, LOX IMVI 97, SK-MEL-28 124, HS 578T 106, MCF7 94 and MDA-MB-468 103.
Screening COc1ccc(-c2[nH]c3ncc(-c4ccc(OC)cc4)n3c(=O)c2C#N)cc1 returned MDA-MB-231 94, T-47D 84, BT-549 106, LOX IMVI 91, SK-MEL-28 101, HS 578T 97, MCF7 99 and MDA-MB-468 108.
C=CCCCCOc1ccccc1-c1cnc(OCCCCC=C)n1C was read as MDA-MB-231 66, T-47D 62, BT-549 97, LOX IMVI 69, SK-MEL-28 73, HS 578T 66, MCF7 42 and MDA-MB-468 25.
`CC(C(=O)O)N1C(=NCC(=O)c2ccccc2)NNC1(C)c1ccccc1O` (stereo not drawn) gave MDA-MB-231 78, T-47D 68, BT-549 103, LOX IMVI 94, SK-MEL-28 96, HS 578T 86, MCF7 82 and MDA-MB-468 100.
Screening COCC1OC(OC)C(OC)C(OC)C1OC (stereo not drawn) returned MDA-MB-231 116, T-47D 72, BT-549 101, LOX IMVI 94, SK-MEL-28 102, HS 578T 106, MCF7 93 and MDA-MB-468 103.
CC(SC(C)C(=O)N/N=C/c1cccc(Cl)c1)C(=O)N/N=C\c1cccc(Cl)c1 (stereo not drawn) was read as MDA-MB-231 28, T-47D 88, BT-549 102, LOX IMVI 7.1*, SK-MEL-28 117, HS 578T 86, MCF7 49 and MDA-MB-468 97.
`CCOC(=O)C1=C(N)N(c2ccc(C)cc2)C2=C(C(=O)CC(C)(C)C2)C1c1ccccc1Cl` (stereo not drawn) gave MDA-MB-231 95, T-47D 79, BT-549 90, LOX IMVI 113, SK-MEL-28 112, HS 578T 116, MCF7 69 and MDA-MB-468 80.
Screening Cc1nn(-c2ccccc2)c2ncn(CC(=O)Nc3ccc(C(=O)N[C@@H](CCC(=O)O)C(=O)O)cc3)c(=O)c12 returned T-47D 93, BT-549 92, SK-MEL-28 95, MCF7 90 and MDA-MB-468 94.
`O=C1COCCN1c1ccc(Nc2nc(Cl)nc(N3CCOCC3)n2)cc1` gave MDA-MB-231 103, T-47D 89, BT-549 97, LOX IMVI 94, SK-MEL-28 101, HS 578T 104, MCF7 86 and MDA-MB-468 87.
`Cn1cc(-c2cc(N)n3nc(-c4c[nH]c5ccc(F)cc45)cc3n2)c2cccnc21` gave MDA-MB-231 -86*, T-47D -60*, BT-549 -74*, LOX IMVI -98*, SK-MEL-28 -93*, HS 578T -15*, MCF7 -54* and MDA-MB-468 -93*.
CCOC(=O)/C(=C/c1ccccc1)C(=O)c1ccccc1 was read as MDA-MB-231 81, T-47D 74, BT-549 73, LOX IMVI -27*, SK-MEL-28 94, HS 578T 88, MCF7 41 and MDA-MB-468 86.
O=c1[nH]c(=O)n(C2CC(O)C(CO)O2)cc1NCc1ccccc1 (stereo not drawn) was read as MDA-MB-231 104, T-47D 87, BT-549 132, LOX IMVI 96, SK-MEL-28 100, HS 578T 106, MCF7 89 and MDA-MB-468 91.
For COc1ccccc1N=Nc1sc(=O)[nH]c1S the results were MDA-MB-231 98, T-47D 91, BT-549 99, LOX IMVI 92, SK-MEL-28 110, HS 578T 101, MCF7 89 and MDA-MB-468 111.
For COc1ccc2c(C)cc(=O)sc2c1 the results were MDA-MB-231 110, T-47D 98, BT-549 95, LOX IMVI 102, SK-MEL-28 113, HS 578T 104, MCF7 100 and MDA-MB-468 95.
`CCOC(=O)CNC1=C(Cl)C(=O)N(Cc2ccc(Cl)cc2)C1=O` gave MDA-MB-231 104, T-47D 93, BT-549 109, LOX IMVI 96, SK-MEL-28 106, HS 578T 101, MCF7 100 and MDA-MB-468 105.
For COC(=O)c1ccc2c(c1)nc(-c1ccc(Cl)cc1)n2-c1ccc(Cl)cc1 the results were MDA-MB-231 99, T-47D 88, BT-549 120, LOX IMVI 95, SK-MEL-28 102, HS 578T 110, MCF7 90 and MDA-MB-468 104.
CCNC(=O)COc1ccccc1/C=N/N1C(=S)NC2C1N(C)C(=O)N2C (stereo not drawn) was read as MDA-MB-231 98, T-47D 88, BT-549 98, LOX IMVI 101, SK-MEL-28 99, HS 578T 85, MCF7 92 and MDA-MB-468 91.
Screening O=CN1CCCCC1 returned MDA-MB-231 104, T-47D 109, BT-549 97, LOX IMVI 97, SK-MEL-28 110, HS 578T 114, MCF7 98 and MDA-MB-468 96.
Screening COc1ccc2[nH]c(C(=O)N3CCN(C(=O)OCc4ccc5c(Br)cc(Br)c(O)c5n4)CC3)cc2c1 returned MDA-MB-231 -85*, T-47D -62*, LOX IMVI -91*, SK-MEL-28 -98*, HS 578T -22*, MCF7 -58* and MDA-MB-468 -81*.
For CC(=O)C1=CC=C(c2cc3cc(Br)ccc3oc2=O)NC1C (stereo not drawn) the results were MDA-MB-231 89, T-47D 94, BT-549 82, LOX IMVI 95, SK-MEL-28 106, HS 578T 84 and MDA-MB-468 81.
O=C(/C=C/c1cn(-c2ccccc2)nc1-c1ccc(OCc2ccccc2)cc1)c1ccc(OCc2ccccc2)cc1 was read as MDA-MB-231 96, T-47D 99, BT-549 111, LOX IMVI 99, SK-MEL-28 120, HS 578T 98, MCF7 95 and MDA-MB-468 105.
`Cc1coc(NS(=O)(=O)c2ccc(N=Nc3c(N)nc(N)[nH]c3=O)cc2)c1C` gave MDA-MB-231 113, T-47D 100, BT-549 101, LOX IMVI 97, SK-MEL-28 101, HS 578T 103, MCF7 96 and MDA-MB-468 100.
O=C(c1cccc(C(=O)c2ccc3c4c(cccc24)C(=O)N(c2ccccc2)C3=O)c1)c1ccc2c3c(cccc13)C(=O)N(c1ccccc1)C2=O was read as MDA-MB-231 91, T-47D 76, BT-549 104, LOX IMVI 91, SK-MEL-28 109, HS 578T 98, MCF7 87 and MDA-MB-468 91.
`CCN(CC)c1ccc(C=O)c(OCc2cn(CC(=O)Nc3ccc(F)cc3)nn2)c1` gave MDA-MB-231 80, T-47D 86, BT-549 97, LOX IMVI 86, SK-MEL-28 110, HS 578T 93, MCF7 81 and MDA-MB-468 97.
C=CCSc1nnc(COc2ccc(CNC(=O)CCCC/C=C/C(C)C)cc2OC)o1 was read as MDA-MB-231 98, T-47D 94, BT-549 104, LOX IMVI 96, SK-MEL-28 109, HS 578T 89, MCF7 98 and MDA-MB-468 98.
Screening N=C(N)c1ccc(-c2ccc(-c3ccco3)o2)cc1F returned MDA-MB-231 9.1*, T-47D -28*, BT-549 25, LOX IMVI -9.3*, SK-MEL-28 -47*, HS 578T 49, MCF7 -14* and MDA-MB-468 -57*.
Screening CC1SC(c2ccccc2[N+](=O)[O-])N(NC(=O)CCC(=O)c2nc3ncccc3[nH]2)C1=O (stereo not drawn) returned MDA-MB-231 80, T-47D 89, BT-549 125, LOX IMVI 84, SK-MEL-28 119, HS 578T 96, MCF7 83 and MDA-MB-468 90.
For Cc1nc2cc(Nc3nc(Nc4ccc(F)cc4)nc(Nc4c(F)cccc4F)n3)ccc2n1Cc1ccccc1 the results were MDA-MB-231 78, T-47D 51, BT-549 101, LOX IMVI 80, SK-MEL-28 117, HS 578T 101, MCF7 81 and MDA-MB-468 80.
`O=S(=O)(NCCCNc1nccc(-c2c(-c3ccccc3)nc3sccn23)n1)c1ccc(F)cc1` gave MDA-MB-231 58, T-47D 7.4*, BT-549 54, LOX IMVI 24, SK-MEL-28 56, HS 578T 72, MCF7 32 and MDA-MB-468 36.
For C[C@H]1[C@H](C)CC[C@]2(C(=O)N3CCOCC3)CC[C@]3(C)C(=CC[C@@H]4[C@@]5(C)C/C(=C/c6cccnc6)C(=O)C(C)(C)[C@@H]5CC[C@]43C)[C@H]12 the results were MDA-MB-231 88, T-47D 37, BT-549 75, LOX IMVI 74, HS 578T 78, MCF7 37 and MDA-MB-468 32.
Screening COc1ccc(/C(C)=C(\c2ccc(Cl)cc2)c2ccc(OCCN3CCCC3)cc2)cc1F returned MDA-MB-231 37, T-47D 51, BT-549 66, LOX IMVI -88*, SK-MEL-28 -42*, HS 578T 30, MCF7 10.0* and MDA-MB-468 38.
`O=C(CCC1CCCCC1)OCCBr` gave MDA-MB-231 113, T-47D 100, BT-549 101, LOX IMVI 96, SK-MEL-28 114, HS 578T 109, MCF7 99 and MDA-MB-468 95.
`COc1cc(OCc2cccc(-c3ccccc3)c2C)cc(OC)c1CN1CCCC[C@H]1C(=O)O` gave MDA-MB-231 97, T-47D 103, BT-549 82, LOX IMVI 97, SK-MEL-28 105, HS 578T 94, MCF7 96 and MDA-MB-468 84.

Screens: PubChem, NCI
